PI4K2A block: PI4K2A (human) kinase inhibition; Q9BTU6; purified PI4K2A, ADP-Glo luminescence, 1 h; stronger effect = lower value; activity change, negative = inhibition, % at 76.9 µM; 420,000 tested, 0.13% active; in the data active = activity change below about -50%; inconclusive = mostly about -30% to -49%;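 also: -100% = wells without enzyme as full effect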
Target sequence (Q9BTU6 whole entry, looked up): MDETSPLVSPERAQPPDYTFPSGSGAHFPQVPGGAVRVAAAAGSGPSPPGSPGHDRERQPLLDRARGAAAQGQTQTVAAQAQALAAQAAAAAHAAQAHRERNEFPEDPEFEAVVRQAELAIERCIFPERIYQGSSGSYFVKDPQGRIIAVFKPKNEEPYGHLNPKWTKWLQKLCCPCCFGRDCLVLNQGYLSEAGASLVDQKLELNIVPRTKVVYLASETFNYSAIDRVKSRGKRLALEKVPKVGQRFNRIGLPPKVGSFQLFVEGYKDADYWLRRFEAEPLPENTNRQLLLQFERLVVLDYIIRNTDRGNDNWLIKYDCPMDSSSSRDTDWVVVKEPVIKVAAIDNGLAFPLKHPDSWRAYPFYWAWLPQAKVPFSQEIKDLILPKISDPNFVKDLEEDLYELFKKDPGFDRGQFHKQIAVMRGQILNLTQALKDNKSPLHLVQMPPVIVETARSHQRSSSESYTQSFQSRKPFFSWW
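In this quantitative HTS, ADP production by PI4K2A was quantified luminescently after 1 h at ambient temperature; 100 microM adenosine served as plate-quality control.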
USP1 inh: USP1/UAF1 (human) deubiquitinase inhibition. 390,000 tested, 0.23% active. AID 743255. O94782. Potency, µM (doses to about 57.1 µM), inactives show at the top dose activity change, negative = inhibition, most hits filed as inhibitors. recombinant USP1/UAF1, Ub-Rhodamine cleavage fluorescence; also: potency is read from the fitted curve at half-maximal effect; % is scaled to controls: 0 for no effect and ±100 for the full control effect; nearly all actives have a fitted effect of over 60% in size; inactives centre near -12
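USP1/UAF1 complex at 1 nM was preincubated with compound for 15 min at room temperature, then Ub-Rho substrate (150nM final) was added. Fluorescence (480/540 nm) was read kinetically, 6 reads every 60 seconds.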
TRHR enhancer: allosteric enhancers of human TRH receptor; P34981; TRHR cells, fluo-8 calcium fluorescence, EC20 TRH enhancement; enhancement, % at 2 µM; 360,000 tested, 0.66% active; AID 493056; in the data active = enhancement above about 30%; also: 0% is about no effect
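Enhancer read-out: after compound pinning and an initial kinetic agonist-mode read, an EC20 of TRH (10 nM final) was injected and fluo-8 calcium signal (Ex 480/Em 530) followed at 1 s/cycle for 100 cycles in TRHR-expressing cells.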
TRHR ag: TRH receptor (human) agonism. TRHR cells, calcium flux fluo-8, FDSS agonist mode. P34981. activation, % at 2 µM. 360,000 tested, 0.18% active; in the data active = activation above about 30%; also: 0% is about no effect
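Fluo-8-loaded TRHR cells; 10 s baseline, compound added, kinetic Ca2+ fluorescence read 1/s, agonist mode.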
rTrxR1 inhibitor: blocks rat thioredoxin reductase 1 | O89049 | recombinant rTrxR1, NADPH fluorescence consumption, selenite substrate | Potency, µM (series often up to 114 µM), for the others: top-dose activity change, negative = inhibition, actives largely listed as inhibitors | 390,000 tested, 1% active; also: potency is read from the fitted curve at half-maximal effect; % is scaled to controls: 0 for no effect and ±100 for the full control effect; nearly all actives have a fitted effect of over 65% in size
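Rat TrxR1 (90 nM in the dispensed reagent) was pre-reduced with 400 uM NADPH for 5 min at room temperature, then incubated with compound for 15 min. After 400 uM selenite was added, NADPH fluorescence (Ex 340/Em 450 nm) was followed for 8 min.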
D2 antag: D2 dopamine receptor (human) antagonism; P14416; HEK293 TREx D2 cells, calcium flux, dopamine EC80; inhibition, % at 10 µM; 340,000 tested, 2% active; AID 485344; in the data active = inhibition above about 30%; also: 0% is about no effect
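Antagonism is scored as inhibition of an EC80 dopamine-evoked calcium signal in a force-coupled, tetracycline-inducible HEK293 T-REx D2 line, with compound present 180 s before agonist.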
TrxR1 substrate: substrates of rat thioredoxin reductase 1 | purified TrxR1 substrate turnover, NADPH consumption readout | Potency, µM (top dose mostly 114 µM), for the others: at the top dose activity change, negative = substrate turnover | 390,000 tested, 0.01% active; also: potency is read from the fitted curve at half-maximal effect; % is scaled to controls: 0 for no effect and ±100 for the full control effect; nearly all actives have a fitted effect of over 50% in size
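Rat TrxR1, dispensed at 90 nM, was prereduced with 400 uM NADPH (final) for 5 min at ~22 deg C, then incubated with compound 15 min before 400 uM selenite. A first-read NADPH fluorescence drop versus no-compound background flagged substrates.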
D2 ag: activates the human D2 dopamine receptor | P14416 | HEK293 T-REx D2 cells, calcium flux agonist mode | activation, % at 2 µM | 340,000 tested, 0.53% active | AID 485358;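 active = activation over 3 SD above normal in the single-dose calcium agonist read, cut at about 30% in these data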; also: 0% is about no effect
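In this primary screen, compounds producing a positive calcium signal within 180 s of addition to tetracycline-induced, force-coupled HEK293 Trex D2 cells are flagged; cells are dye-loaded with a no-wash calcium kit beforehand.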
IDH1 R132H inh: inhibitors of human mutant IDH1 R132H | 390,000 tested, 0.093% active | IDH1-R132H enzyme, NADPH consumption, diaphorase/resazurin fluorescence | Potency, µM (top dose mostly 76.6 µM), for inactives: top-dose activity change, negative = inhibition, actives largely listed as inhibitors | O75874 | AID 602179; also: potency is read from the fitted curve at half-maximal effect; % is scaled to controls: 0 for no effect and ±100 for the full control effect; nearly all actives have a fitted effect of over 65% in size
Target sequence (O75874 whole entry R132H, stated change not applied): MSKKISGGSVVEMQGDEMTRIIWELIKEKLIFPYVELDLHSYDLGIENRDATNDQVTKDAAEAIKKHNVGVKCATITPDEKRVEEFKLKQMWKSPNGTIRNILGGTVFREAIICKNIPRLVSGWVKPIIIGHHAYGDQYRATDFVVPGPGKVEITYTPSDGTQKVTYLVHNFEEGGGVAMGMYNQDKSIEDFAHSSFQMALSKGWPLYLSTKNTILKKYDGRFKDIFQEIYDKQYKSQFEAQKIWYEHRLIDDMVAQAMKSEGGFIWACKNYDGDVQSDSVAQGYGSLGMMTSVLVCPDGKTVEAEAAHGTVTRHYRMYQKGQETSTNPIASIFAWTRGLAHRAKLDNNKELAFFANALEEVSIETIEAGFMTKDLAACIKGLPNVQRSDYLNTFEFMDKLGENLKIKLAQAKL
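IDH1-R132H (0.5 ug/mL dispensed) in pH 7.5 Tris buffer was preincubated 30 min with compound, then given a substrate mix of 0.016 mM NADPH and 2 mM alpha-KG for 80 min at room temperature; remaining NADPH was read by diaphorase/resazurin fluorescence.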
The depositor's hits bear a star; ? = inconclusive; . = no result given; & = joins results of further samples; [ ] = another dose, or the depositor's remark. Unless noted, calls follow the shape of the dose curve; as a rule, active = well fitted inhibition curve with a large enough effect; inconclusive = small, poorly fitted or top-dose-only effect; inactive = no such curve, though single readings can be large or run the other way.

SMILES | PI4K2A block | USP1 inh | TRHR enhancer | TRHR ag | rTrxR1 inhibitor | D2 antag | TrxR1 substrate | D2 ag | IDH1 R132H inh
Cc1cc(C)c2c(N)c(S(=O)c3ccc(C(C)(C)C)cc3)sc2n1 (stereo unspecified) | -3 | -4% | 0 | -0.1 | 76%[activator] | 6 | 0% | -0.4 | 3%
CCOC(=O)c1ccc(NC(=O)CSc2nc(-c3cccs3)cc(C(F)(F)F)c2C#N)cc1 | -4 | -13% | -4 | 16 | 18%&6% | . | 8%&16% | . | -4%
COc1ccc(C(=O)Nn2c(C)ccc2C)cc1OC | -1 | -3% | 2 | 0.6 | -21% | 1 | -6% | -0.4 | 0%
CCC(=O)N1CCCc2cc(S(=O)(=O)N3CCC(C(=O)NCc4ccc(F)cc4)CC3)ccc21 | -4 | ? | 4 | -0.9 | 14%[57.1 µM] | . | 3%[57.1 µM] | . | 25%
Cn1c(=O)[nH]c2ncccc21 | -1 | -20% | -8 | 1.5 | 8% | -7 | 2% | 0.7 | -3%
CC(CCCC(C)(C)O)CC1C2=C(CCCC2=O)OC2=C1C(=O)CCC2 (stereo unspecified) | -1 | -18% | -1 | -0.2 | 13%[57.1 µM] | -11 | 7%[57.1 µM] | -0.2 | 0%
Cc1cc(C(=O)OCC(=O)NC2CCCC2)c2ccccc2n1 | 0 | -5% | 8 | -0.3 | 1%[57.1 µM] | 6 | 8%[57.1 µM] | 0.0 | -3%
COc1ccc(-c2sc(Nc3ccc(F)c(F)c3F)nc2CCC(=O)NN)cc1 | 0 | -13% | 3 | -0.9 | 12% | . | -1% | . | 29µM*
Cc1nn(C)c(C)c1/C=N/NC(=O)C(C)(C)Oc1ccc(Cl)cc1 | 0 | -11% | 1 | -0.4 | 15% | -26 | 0% | 7.7 | -4%
CCOc1ccc(OCC(=O)N(C)c2c(N)n(Cc3ccccc3)c(=O)[nH]c2=O)cc1 | -4 | -17% | -1 | -0.5 | 3% | -4 | -6%[57.1 µM] | 0.5 | 9%
CCOc1cc(CNC(=O)c2ccc(NC(=O)c3nsc4ccccc34)cc2)ccc1OC | 2 | 10% | -3 | 0.2 | 14%[57.1 µM] | . | 4%[57.1 µM] | . | -14%
CC1=C(C(=O)Nc2ccccc2C(=O)NC2CCCCC2C)SCCO1 (stereo unspecified) | 2 | -26% | -4 | 1.2 | 12% | -12 | 2% | -0.3 | 7%
Cc1ccc2ncc(C(=O)Nc3ccc(OC(F)(F)F)cc3)c(=O)n2c1 | 0 | 12% | 4 | -0.4 | 3% | . | -5% | -0.6 | 10%
COCCNC(=O)c1ccc(NS(=O)(=O)c2cc(C)ccc2C)cc1 | -5 | -17% | 7 | 1.3 | 10% | 14 | 1% | 0.8 | 0%
O=C(CSCc1ccc(C(=O)O)cc1)Nc1ccc2ccccc2c1 | 0 | -14% | 5 | 0.9 | 22% | -3 | -4% | 0.5 | -4%
O=C1c2cccc3c(N4CCCCC4)ccc(c23)C(=O)N1c1ccc(O)cc1 | 1 | ? | -6 | 134* | 4%[57.1 µM] | 29 | 2%[57.1 µM] | 66* | -2%
CC(=O)NC(CC(=O)OCC(=O)N1CCc2ccccc21)c1ccccc1 (stereo unspecified) | -2 | -14% | -1 | -0.5 | 20% | 16 | 8% | -0.5 | 6%
O=C(NC(NC(=S)Nc1ccc(Cl)c(Cl)c1)C(Cl)(Cl)Cl)c1ccco1 (stereo unspecified) | -1 | -14% | . | . | ? | . | -5% | . | -1%
Cc1nc(-c2nnc(SCC(=O)Nc3cc(Cl)cc(Cl)c3)n2C)cs1 | 0 | ? | -1 | -0.2 | 24%[57.1 µM] | -11 | 5%[57.1 µM] | -0.3 | 3%
O=C(ONC(=O)C1CCCCC1C(=O)NOC(=O)c1ccccc1)c1ccccc1 (stereo unspecified) | -6 | -24% | . | . | 7% | . | -1% | . | 4%
Cc1ccc(S(=O)(=O)NCCC(=O)Nc2nnc(C)s2)cc1 | 1 | -10% | -1 | -0.1 | 0% | . | -4% | . | 0%
Brc1ccccc1OCCCCCN1CCOCC1 | -2 | -11% | -1 | -0.3 | 17%[57.1 µM] | 36* | 7%[57.1 µM] | 0.1 | -1%
CCN(CC(=O)Nc1c(F)cccc1F)C(=O)c1ccc(-n2cncn2)c([N+](=O)[O-])c1 | 2 | -5% | -5 | 0.0 | -8% | 1 | -2% | -0.2 | 0%
C=CCSc1nnc(NC(=O)CSc2nnc(C)s2)s1 | -6 | -1% | 4 | 0.0 | -1%[57.1 µM] | 3 | 6%[57.1 µM] | 0.7 | 3%
CCCc1nn2c(=O)cc(COC(=O)c3ccc(NC(=O)COc4ccccc4F)cc3)nc2s1 | 1 | -20% | 2 | 1.3 | 5%[57.1 µM] | . | -4%[57.1 µM] | 4.5 | 12%
(further entries)
SMILES | PI4K2A block | USP1 inh | TRHR enhancer | TRHR ag | rTrxR1 inhibitor | D2 antag | TrxR1 substrate | D2 ag | IDH1 R132H inh
CCCNC(=O)c1ccc(-n2c(-c3ccccc3)cc3c2CCC(C)C3)cc1 (stereo unspecified) | -2 | -13% | 0 | 1.4 | -3% | . | -5% | 0.0 | 6%
O=C(CN(C(=O)c1csnn1)c1ccccc1C(F)(F)F)NC1CCCCC1 | 3 | -11% | 15 | -0.7 | 29%[57.1 µM] | 20 | 7%[57.1 µM] | -0.2 | 5%
O=C(c1ccccc1)C(CN1CCCCC1)c1ccccc1 (stereo unspecified) | 38 | -19% | . | . | 25µM* | . | 4% | . | 0%
CC(/C=N/n1cnnc1)=C\c1ccccc1 | 17 | -1% | 2 | -0.5 | 10%[57.1 µM] | 7 | -2%[57.1 µM] | 0.2 | 14%
CCC(Sc1nc(N)cc(N)n1)C(=O)O (stereo unspecified) | 9 | -13% | 6 | 0.2 | 20% | 2 | 5% | -0.1 | 5%
COc1ccc(C(=O)Nc2cccc(C(=O)N/N=C/c3ccc(OC)cc3OC)c2)cc1 | 0 | -23% | -4 | 0.1 | 28% | -16 | 11% | -0.7 | -4%
CCOC(=O)C1=C(C)Nc2ccccc2N=C1NC(=O)c1ccc(Cl)c(S(=O)(=O)N2CCCC2)c1 | -1 | ? | -6 | 0.7 | 14%[57.1 µM] | -2 | 6%[57.1 µM] | -1.5 | -2%
Cc1ccc(S(=O)(=O)c2nc(S(=O)(=O)c3ccc(C)cc3)c(NC(C)C)s2)cc1 | 5 | -2% | -1 | 0.8 | 4% | . | -1% | 0.0 | 14%
CC(Oc1ccc(Br)cc1)C(=O)NCC1(N2CCCCC2)CCCCC1 (stereo unspecified) | 4 | -6% | 2 | 0.6 | 24% | -30 | 3% | 0.0 | 5%
Fc1ccccc1CNc1ncnc2sccc12 | 7 | -19% | -1 | 0.8 | 8% | -1 | 4% | 0.7 | 9%
Cc1ccc(/C=N/Nc2ccccn2)s1 | 4 | -12% | -2 | -0.8 | 8% | -2 | 1%[0.457 µM] | -0.2 | -2%
CC1CC(=O)N(CC(=O)Nc2ccc3c(c2)OCCO3)c2ccccc2S1 (stereo unspecified) | -1 | -15% | -6 | -0.1 | -15% | 12 | -6% | 0.1 | 9%
CC(C)C(=O)NNC(=O)CN1CCN(c2nc(-c3ccccc3)cs2)CC1 | 0 | -25% | 25 | 0.0 | 20% | -1 | 2% | 1.6 | -3%
O=C(CSc1nc2ccccc2o1)N1N=C(c2cccs2)CC1c1ccc(F)cc1 (stereo unspecified) | -5 | -24% | -5 | 2.2 | 1% | -2 | 2% | 3.7 | -7%
O=S(=O)(c1ccc(NC(=S)Nc2ccc3c(c2)OCO3)cc1)N1CCOCC1 | 1 | -21% | 3 | 0.3 | 40µM* | -16 | -5% | 0.4 | 9%
Cc1cc(O)cc(C)c1NS(=O)(=O)c1ccc2ccccc2c1 | 1 | 2% | -3 | 0.3 | 18% | 11 | -4% | 0.5 | 8%
S=c1[nH]nc(-c2ccco2)n1/N=C/c1cccc(Cl)c1 | 5 | 0% | 3 | 0.1 | -8%[57.1 µM] | 19 | 11%[57.1 µM] | 0.1 | 1%
C=CCSc1ccsc1C(=O)O | -5 | -16% | . | . | 10%[57.1 µM] | . | 24%[57.1 µM] | . | 2%
CN1CCN(c2ccc(C(=O)c3ccc(Br)cc3)cc2[N+](=O)[O-])CC1 | 5 | -8% | -1 | 0.4 | 8%[57.1 µM] | 1 | 4%[57.1 µM] | 0.1 | 12%
O=C(CS(=O)(=O)c1ccccc1)c1ccc2c(c1)OCCO2 | -2 | -17% | 11 | 0.5 | ? | -13 | 7% | -2.2 | 1%
O=C(O)c1ccc(N(Cc2ccccc2)S(=O)(=O)c2ccccc2)cc1 | -3&1 | 0%&-11% | -14&10 | 0.3&-0.1 | -12% | 24&2 | -5%&4% | -0.2&-0.9 | 7%&18%
Nc1nc(SCC(=O)Nc2ncc(Cl)cc2Cl)n[nH]1 | 0 | -5% | -3 | 0.4 | -16% | -7 | -8% | -1.3 | -4%
O=C(NCC(c1ccco1)N1CCOCC1)C1CCCCC1 (stereo unspecified) | 1 | -8% | -3 | 0.5 | 5%[57.1 µM] | . | 1%[57.1 µM] | . | -2%

Random excerpt: 4 entries already listed.
SMILES | PI4K2A block | USP1 inh | TRHR enhancer | TRHR ag | rTrxR1 inhibitor | D2 antag | TrxR1 substrate | D2 ag | IDH1 R132H inh
Nc1nc(SCC(=O)Nc2ncc(Cl)cc2Cl)n[nH]1 | 0 | -5% | -3 | 0.4 | -16% | -7 | -8% | -1.3 | -4%
CN1CCN(c2ccc(C(=O)c3ccc(Br)cc3)cc2[N+](=O)[O-])CC1 | 5 | -8% | -1 | 0.4 | 8%[57.1 µM] | 1 | 4%[57.1 µM] | 0.1 | 12%
CC1CC(=O)N(CC(=O)Nc2ccc3c(c2)OCCO3)c2ccccc2S1 (stereo unspecified) | -1 | -15% | -6 | -0.1 | -15% | 12 | -6% | 0.1 | 9%
CCC(Sc1nc(N)cc(N)n1)C(=O)O (stereo unspecified) | 9 | -13% | 6 | 0.2 | 20% | 2 | 5% | -0.1 | 5%

Compound activity as filed in PubChem.
